# TCR act – T cell receptor activation | primary human leukocytes, anti-CD3, IL-2 HTRF, 48 h | Potency, µM (titrated, usually from 9.22 µM), for the others: at the highest dose activation of IL-2 secretion, hits mostly activators | 330,000 tested, under 10 active; also: % of control where 0% means no effect
#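 Readout: HTRF IL-2, Eu-cryptate/d2 antibody pair, 320nm excitation, 665nm emission. Stimulus: a-CD3 beads, no co-stimulation. Cells: primary human leukocytes. Exposure: 48 hr with compound.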
# Mito fusion yeast – blocks mitochondrial division or promotes mitochondrial fusion. S. cerevisiae fusion-defective mutant growth rescue, CellTiterGlo 48 h. Potency, µM (titrated, usually from 46.1 µM), for inactives: top-dose growth rescue (activation), usual class: activators. 320,000 tested, 0.23% active. AID 485298;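 also: potency is read from the fitted curve at half-maximal effect; % of control where 0% means no effect; nearly all actives have a fitted effect of over 45% in size; temperature-sensitive fusion mutants such as fzo1-1 at 37 °C on non-fermentable ethanol glycerol medium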
#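 Temperature-sensitive fusion-defective S. cerevisiae (e.g. fzo1-1, mgm1-5) were grown with compound in YPEG medium (3% ethanol, 3% glycerol) for 48 hours at 37C. Growth rescue was measured as viability by CellTiterGlo luminescence after 10 minutes at ambient.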
# TSHR antag – antagonists of human thyroid stimulating hormone receptor. activity change, negative = inhibition, % at 11.5 µM. AID 504810. 330,000 tested, 0.2% active. TSHR-expressing cells, TSH-stimulated cAMP HTRF, 2 h; active compounds read low. P16473;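 active = activity change below a set negative limit, meaning inhibition stronger than a set level, cut at about -70% in these data; inconclusive = activity change between two set negative limits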; also: % is scaled to controls: 0 for no effect and ±100 for the full control effect
#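 Cell-based HTRF cAMP assay; TSHR cells + compound, TSH EC80 (4nM final), 2 h, 37 deg C. Lysis with anti-cAMP cryptate and cAMP-d2, 30 min RT, read 665/620 nm.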
# KCNH2 3.1 inh – KCNH2 3.1 (human) potassium channel inhibition | U2OS KCNH2 3.1, thallium flux FluxOr; active compounds read low | activity change, % (tested at about 1.8 µM) | 340,000 tested, 0.95% active | AID 720553;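 active = maximum activity change below -70%; inconclusive = maximum activity change from -70% to -50%; inactive = maximum activity change above -50%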;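 also: thallium influx rate constant from kinetic fluorescence after stimulation buffer; % is scaled to controls: 0 for no effect and ±100 for the full control effect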
#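 We transduce U2OS cells with the mutant 3.1 virus, culture them overnight, load FluxOr with Red40 quencher for 45 min, then add stimulation buffer and read kinetically for 2 min to derive a normalized rate constant.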
# hERG WT inh – KCNH2 (human, wildtype) channel inhibition | Q12809 | U2OS, BacMam KCNH2, thallium flux FluxOr; active compounds read low | activity change, % at 1.84 µM | 340,000 tested, 0.37% active;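 active = maximum activity change below -70%; inconclusive = maximum activity change between -70% and -50%; inactive = maximum activity change above -50%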; also: % is scaled to controls: 0 for no effect and ±100 for the full control effect
#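 U2OS cells were transduced with wild-type KCNH2 virus (2.03 x 10^8 / mL) for 4 h at room temperature, then cultured overnight at 37 C. Thallium flux was read with FluxOr dye. Rate constants were normalized to DMSO controls.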
# ELG1 repair inh – ELG1-dependent DNA repair inhibition; HEK293T ELG1-luciferase reporter, luminescence, 16 h; DNA damage induced by 5-fluorouridine; Potency, µM (highest dose often 46.1 µM), for the others: at the top dose activity change, negative = inhibition, usual class: inhibitors; 330,000 tested, 2.3% active; AID 504467; also: potency is read from the fitted curve at half-maximal effect; % is scaled to controls: 0 for no effect and ±100 for the full control effect; nearly all actives have a fitted effect of over 55% in size
#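 In this reporter screen, reduction of luminescence relative to DMSO vehicle indicated activity. Compounds and 5-fluorouridine were added together to 2,000 cells per well, incubated for 16 hr at 37 °C, then developed with ONE-Glo.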
# TRPV1 agonist – human TRPV1 agonism | TRPV1-expressing cells, Fluo-8 calcium influx, agonist mode | activation, % at 8.33 µM | 320,000 tested, 0.19% active | AID 540275; in the data active = activation above about 80%; inconclusive = between about 30% and that limit; also: 0% is about no effect
#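 Cells expressing TRPV1 were dye-loaded with Fluo-8 and read kinetically: 10 s baseline, 3 min after compound (agonist portion), then 2 min after EC20 capsaicin (allosteric enhancer portion). Calcium-bound dye fluorescence at 480/520 nm.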
# A-T KAP1 phos – potential ataxia-telangiectasia treatment; […] A-T fibroblasts, KAP-1 phosphorylation AlphaLISA; neocarzinostatin DNA damage 30 min before lysis; Potency, µM (top dose mostly 57.5 µM), for the others: at the top dose activation, usual class: activators; 320,000 tested, 0.19% active; AID 485349; also: potency is read from the fitted curve at half-maximal effect; % of control where 0% means no effect; nearly all actives have a fitted effect of over 45% in size
#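 hTERT-immortalized A-T patient fibroblasts ([…]), 500 cells/well in OPTI-MEM, 1% FBS, got compounds for 60 min, then NCS for 30 min at 37C. Lysates were then assayed for phospho-KAP-1 by AlphaLISA (anti-pKAP1 donor, anti-KAP1 acceptor beads), 6 hr at 25C.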
# USP2a inh – blocks human ubiquitin-specific protease USP2a; USP2 core, Ub-CHOP2 coupled fluorogenic reporter, 485/531; Potency, µM (series often up to 38.3 µM), for the others: at the top dose activity change, negative = inhibition, usual class: inhibitors; 330,000 tested, 0.01% active; AID 463254;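 also: potency is read from the fitted curve at half-maximal effect; plate controls were DMSO wells for no effect and full inhibition by NEM control for full effect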
#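 USP2 core (10nM final) preincubated 30min RT with compound in 20mM Tris-HCl pH 8.0, 2mM CaCl2, 2mM beta-mercaptoethanol, 0.05% CHAPS; 25nM Ub-CHOP2 plus 25nM reporter substrate added, fluorescence (Ex485/Em531) read after 60min.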
# Eya2 inh – blocks the phosphatase activity of human Eya2 | recombinant Eya2, OMFP fluorescence dephosphorylation (OMFP is methylfluorescein phosphate) | 330,000 tested, 0.006% active | AID 488837 | Potency, µM (series often up to 76.9 µM), for the others: at the top dose activity, negative = inhibition, hits mostly inhibitors | O00167; also: potency is read from the fitted curve at half-maximal effect; % is scaled to controls: 0 for no effect and ±100 for the full control effect
# Target sequence (O00167 whole entry, looked up): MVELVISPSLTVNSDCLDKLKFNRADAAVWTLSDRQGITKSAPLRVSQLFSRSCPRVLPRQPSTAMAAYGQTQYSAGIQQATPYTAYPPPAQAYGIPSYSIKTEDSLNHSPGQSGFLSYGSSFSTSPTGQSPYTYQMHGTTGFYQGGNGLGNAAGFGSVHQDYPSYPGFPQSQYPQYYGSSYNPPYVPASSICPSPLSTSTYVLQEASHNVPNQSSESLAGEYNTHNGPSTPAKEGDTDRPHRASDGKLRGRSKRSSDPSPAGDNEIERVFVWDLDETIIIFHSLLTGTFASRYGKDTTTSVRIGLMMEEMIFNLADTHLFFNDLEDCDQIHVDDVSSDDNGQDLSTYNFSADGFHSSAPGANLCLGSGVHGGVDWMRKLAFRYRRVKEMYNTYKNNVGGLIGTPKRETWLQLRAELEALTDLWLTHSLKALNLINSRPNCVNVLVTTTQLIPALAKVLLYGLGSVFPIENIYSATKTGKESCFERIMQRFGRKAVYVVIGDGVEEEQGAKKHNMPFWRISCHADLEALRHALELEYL
#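 Eya2 protein (added as 0.2 uM solution) was preincubated with compound for 10 min at ambient temperature in 50 mM HEPES pH 7.5, 50 mM NaCl, 5 uM MgCl2, 0.05% BSA, 1 mM DTT. OMFP (added at 50 uM) then reacted 10 min; fluorescence read at 485/525 nm.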
# Active calls of the source: *; ? = inconclusive; . = not tested or not shown; [ ] = dose if it differs, or a comment. Unless noted, calls follow the shape of the dose curve; as a rule, active = well fitted curve in the direction sought with a large enough effect; inconclusive = small, poorly fitted or top-dose-only effect, or another doubt; inactive = no such curve, though single readings can be large; an effect the other way counts as inactive or inconclusive. Only part of the results is shown; rates above refer to the full screens.
# Abbreviations: A = TCR act; B = Mito fusion yeast; C = TSHR antag; D = KCNH2 3.1 inh; E = hERG WT inh; F = ELG1 repair inh; G = TRPV1 agonist; H = A-T KAP1 phos; I = USP2a inh; J = Eya2 inh
[1] CCC(CC)NC(=O)COC(=O)c1ccc(OCc2ccc(C(C)=O)cc2OC)c(OC)c1
  A = 2%[46.1 µM] | B = 4% | C = 3 | D = -15 | E = 23 | F = ? | G = 4 | H = -7% | I = 0% | J = -8%

[2] C/C(Nc1cccc(F)c1)=C(/C#N)C(N)=O
  A = 1% | B = -3% | C = 0 | D = 0 | E = -1 | F = 5% | G = -1 | H = -3% | I = -1% | J = 12%

[3] O=C(O)/C(=C\c1ccc(Cl)cc1)c1ccc(S(=O)(=O)N2CCCC2)s1
  A = 0% | B = -2% | C = -9 | D = 22 | E = 8 | F = 12% | G = -2 | H = 6% | I = 0% | J = -1%

[4] Cc1ccccc1N(CC(=O)NC(C)(C)C)C(=O)CCC(=O)Nc1nccs1
  A = . | B = 0% | C = -1 | D = 0 | E = -14 | F = 3% | G = -1 | H = -9% | I = -1% | J = -7%

[5] COc1cc(C(=O)N2CCN(C/C=C/c3ccccc3)CC2)cc(OC)c1OC
  A = 4%[46.1 µM] | B = -11% | C = -5 | D = -8 | E = -5 | F = 0% | G = 4 | H = -9% | I = 2% | J = -9%

[6] CCN(CC)C(=O)CN1CCC(c2nc3cc(C)c(C)cc3[nH]2)CC1
  A = . | B = 1% | C = 9 | D = 4 | E = 19 | F = 34% | G = -1 | H = -4% | I = 0% | J = 1%

[7] O=C1N=C(N2CCCCC2)S/C1=C\c1ccccc1F
  A = 16% | B = -4% | C = -20 | D = 22 | E = 3 | F = ? | G = ? | H = 21% | I = 1% | J = -25%

[8] Cc1ccc(NC(=O)CN2C(=O)S/C(=C\c3ccccn3)C2=O)cc1
  A = -3% | B = 3% | C = 7 | D = 0 | E = -5 | F = 6% | G = 3 | H = 2% | I = 0% | J = 10%

[9] Cc1ccc(S(=O)(=O)N2CCN(C(=O)C(F)(F)F)C2c2ccc(N(C)C)cc2)cc1 (stereo not drawn)
  A = 7% | B = 5% | C = 7 | D = 9 | E = 9 | F = 11% | G = 0 | H = 8% | I = 0% | J = 8%

[10] CCOCCCNC(=O)C1(O)c2cc(Br)ccc2NC(=O)N1c1ccc(CC)cc1 (stereo not drawn)
  A = 4% | B = -3% | C = -6 | D = -3 | E = -8 | F = -10% | G = -1 | H = -1% | I = 4% | J = -8%

[11] Cc1c(Cl)cccc1NC(=O)NN1CCN(C)CC1
  A = -2% | B = -2% | C = -12 | D = 0 | E = 12 | F = -5% | G = 1 | H = 3% | I = 0% | J = 1%

[12] COc1ccc(/C=C2\Oc3cc(OCC(=O)N4CCC[C@H]4C(=O)O)ccc3C2=O)c(OC)c1
  A = 1% | B = 0% | C = 13 | D = -7 | E = -10 | F = 26% | G = 5 | H = -5% | I = 10% | J = 13%

[13] COc1cccc(NC(=O)CCC2CCN(C(=O)Cc3cccc(F)c3)CC2)c1
  A = 6% | B = 0% | C = -3 | D = 7 | E = -24 | F = -3% | G = 4 | H = 8% | I = 3% | J = -5%

[14] O=C(CCn1c(=O)[nH]c2ccsc2c1=O)N1CCc2ccccc2C1
  A = 0% | B = -2% | C = 15 | D = 3 | E = 6 | F = 5% | G = 10 | H = -3% | I = -1% | J = -12%

[15] COC(=O)c1ccc(OC)c(Cn2c(=O)n(C)c(=O)c3ccccc32)c1
  A = . | B = 0% | C = 15 | D = -2 | E = -11 | F = 2% | G = -3 | H = -9% | I = 4% | J = -1%

# In another format: results already given
(10) CCOCCCNC(=O)C1(O)c2cc(Br)ccc2NC(=O)N1c1ccc(CC)cc1 (stereo not drawn)
(6) CCN(CC)C(=O)CN1CCC(c2nc3cc(C)c(C)cc3[nH]2)CC1
(13) COc1cccc(NC(=O)CCC2CCN(C(=O)Cc3cccc(F)c3)CC2)c1
(8) Cc1ccc(NC(=O)CN2C(=O)S/C(=C\c3ccccn3)C2=O)cc1

Compound,10,6,13,8
TCR act,4%,.,6%,-3%
Mito fusion yeast,-3%,1%,0%,3%
TSHR antag,-6,9,-3,7
KCNH2 3.1 inh,-3,4,7,0
hERG WT inh,-8,19,-24,-5
ELG1 repair inh,-10%,34%,-3%,6%
TRPV1 agonist,-1,-1,4,3
A-T KAP1 phos,-1%,-4%,8%,2%
USP2a inh,4%,0%,3%,0%
Eya2 inh,-8%,1%,-5%,10%

# (continued)
# Abbreviations: A = TCR act; B = Mito fusion yeast; C = TSHR antag; D = KCNH2 3.1 inh; E = hERG WT inh; F = ELG1 repair inh; G = TRPV1 agonist; H = A-T KAP1 phos; I = USP2a inh; J = Eya2 inh
[16] Cc1noc(C)c1COc1ccc(C(=O)Nc2ccccc2)cc1
  A = 7% | B = -6% | C = -10 | D = -2 | E = -1 | F = -13% | G = ? | H = 5% | I = 3% | J = -1%

[17] CCn1c2ccccc2c2cc(NC(=O)COc3ccccc3)ccc21
  A = -1%[46.1 µM] | B = 4% | C = -3 | D = -1 | E = -3 | F = 13% | G = 4 | H = 1% | I = 0% | J = 3%

[18] Cc1cc(F)ccc1NC(=O)CCCN(C)S(=O)(=O)c1ccc(F)cc1
  A = -3% | B = 5% | C = 6 | D = 7 | E = -1 | F = 0% | G = 6 | H = -7% | I = 1% | J = 2%

[19] CCCN(Cc1cc2cc(C)ccc2[nH]c1=O)C(=O)c1cccc(OC)c1
  A = 1% | B = 5% | C = 5 | D = 9 | E = -2 | F = ? | G = -9 | H = 6% | I = -5% | J = 4%

[20] COC(=O)C(c1ccccc1)N(Cc1cccc(CN(C(C(=O)OC)c2ccccc2)S(C)(=O)=O)c1)S(C)(=O)=O (stereo not drawn)
  A = 9% | B = -1% | C = -8 | D = -4 | E = 2 | F = -14% | G = 1 | H = 7% | I = 6% | J = -12%

[21] COc1ccc(C(=O)NNC(=O)CCCCC(=O)NNC(=O)c2ccc(OC)cc2)cc1
  A = -4% | B = -5% | C = 24 | D = -19 | E = . | F = 13% | G = -2 | H = 10% | I = 1% | J = 8%

[22] COCC(C)NC(=O)NC1(C(F)(F)F)Oc2ccc(Cl)cc2O1 (stereo not drawn)
  A = . | B = 0% | C = 4 | D = -10 | E = 7 | F = -2% | G = -1 | H = 4% | I = -2% | J = 9%

[23] COc1ccc(N2CCN(C(=O)COc3ccccc3)CC2)cc1
  A = . | B = 3% | C = -10 | D = 9 | E = 4 | F = -6% | G = ? | H = -3% | I = -9% | J = -14%

[24] COCCCN(C(=O)CSCC(=O)Nc1cccc(C)c1)c1c(N)n(Cc2ccccc2)c(=O)[nH]c1=O
  A = 4% | B = -5% | C = -9 | D = 3 | E = -3 | F = -2% | G = -3 | H = 5% | I = 1% | J = 0%

# Bioassay records: PubChem, National Center for Advancing Translational Sciences (NCATS)
